TRPM1 prom inh: inhibitors of MITF-driven TRPM1 promoter in melanoma cells; SK-MEL-5 TRPM1 promoter luciferase, 24 h; inhibition, % at 12.5 µM; 330,000 compounds, 0.83% hits;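 active means mean inhibition across replicates of 60% or more, whatever share of single replicates reaches that level; inconclusive means some that reach 60%, reason not given; inactive means mean inhibition across replicates below 60%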; further: values of inactives mirror those of a sister screen read the other way
PDI turbidity: blocks human protein disulfide isomerase activity | inhibition, % at 10 µM | AID 588391 | PDI insulin aggregation turbidity, A650, 90 min | 350,000 compounds, 0.052% hits;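 active means mean inhibition across replicates of 30% or more, whatever share of single replicates reach that level; inconclusive means mean inhibition below 30% while every single replicate reaches 30%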;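 further: absorbance from insulin aggregation driven by PDI reduction with DTT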
NR2E3 ag-1: NR2E3 (human) agonism; GST-NR2E3/biotin-RetCOR TR-FRET, 1536-well; inhibition of corepressor binding, % at 4.78 µM; 320,000 compounds, 0.12% hits; AID 2300;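 active means percent inhibition above the cutoff of mean plus 3 SD of all tested compounds, set per screening campaign, cut at about 20% in these data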;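 further: 0% = DMSO wells and 100% = biotin wells as full block of FRET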
Target sequence (Q9Y5X4 whole entry, looked up): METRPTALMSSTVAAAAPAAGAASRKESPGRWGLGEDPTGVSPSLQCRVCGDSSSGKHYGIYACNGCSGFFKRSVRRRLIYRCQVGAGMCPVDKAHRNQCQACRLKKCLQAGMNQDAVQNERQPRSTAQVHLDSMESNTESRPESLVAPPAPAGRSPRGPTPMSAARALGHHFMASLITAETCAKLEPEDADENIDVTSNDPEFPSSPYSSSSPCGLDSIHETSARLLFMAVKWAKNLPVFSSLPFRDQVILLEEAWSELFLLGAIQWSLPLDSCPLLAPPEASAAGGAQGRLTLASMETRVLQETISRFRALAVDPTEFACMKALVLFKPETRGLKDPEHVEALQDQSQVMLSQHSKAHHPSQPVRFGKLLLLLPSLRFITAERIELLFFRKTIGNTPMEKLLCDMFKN
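Test system: GST-NR2E3 and biotin-RetCOR proteins | Quantity: 1.35 nM GST-tagged NR2E3 final | Medium: Tris pH 7.5 | Also added: 7 nM biotin-RetCOR | Dosing: Compound at 4.8 µM, single dose | Timing: 5 h at 4 °C | Detection: Time-resolved FRET | Read-out basis: Percent inhibition | Benchmarks: Biotin wells as high control, 0.6% DMSO wells as low control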
NR2E3 ag-2: agonists of human NR2E3 nuclear receptor. AID 602229. 360,000 compounds, 0.35% hits. CHO-S Gal4-NCOR/VP16-NR2E3 two-hybrid, luciferase. inhibition of corepressor binding, % at 3.98 µM. Q9Y5X4;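 active means inhibition above the mean of all tested compounds plus 3 SD, cut at about 70% in these data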;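 further: 0% = DMSO with NR2E3 transfected cells and 100% = cells lacking NR2E3 construct; higher means lower luciferase signal from less NR2E3 corepressor binding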
Peg3 prom inh: inhibitors of Peg3 promoter; HeLa PEG-Prom luciferase reporter, luminescence, overnight; 360,000 compounds, 1.7% hits; inhibition, % at 20 µM;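 active means inhibition of at least 50% at 20 µM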
HIF-2a inh: inhibitors of HIF-2a. 786-0 RCC cells HIF-2a reporter, luciferase luminescence, overnight. inhibition, % at 18.8 µM. 360,000 compounds, 0.72% hits. AID 624352;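 active means inhibition of the luminescence signal of 40% or more relative to plate controls, in a single-dose primary screen at 18.75 µM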
iPSC survival up: increases survival of single human iPS cells; hiPSC single-cell survival, ATPlite luminescence; 100% = ROCK inhibitor wells, 0% = DMSO; survival enhancement, % at 20 µM; 360,000 compounds, 0.044% hits; AID 602274; in the data active means survival enhancement above about 18%;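 further: cells exposed to compounds for 16 hours before the ATP read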
CaV13 ICDI inh: Primary screen for inhibitors of IQ motif and Ca2+-dependent inactivation inhibitor domain binding in CACNA1D, Förster resonance energy transfer in living cells, … | HEK cells, CFP/YFP FRET ICDI-IQ, plate reader, 10 min; percent FRET-ratio fall versus neutral wells | inhibition, % at 12.3 µM | AID 743397 | 340,000 compounds, 0.098% hits;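 active means mean replicate inhibition of at least 30% and at least 1% of replicates passing that level; inconclusive means only one of the two criteria is met; inactive means neither criterion is met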;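 further: 0% = median of the neutral control wells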
HTR2A ag: activates the mouse 5-HT2A serotonin receptor; P35363; CHO-K1 mHTR2A beta-arrestin complementation, luminescence; percent of 30 µM serotonin response; activation, % at 7.6 µM; 360,000 compounds, 0.66% hits;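 active means activation above a run cutoff, the mean activation of all tested compounds plus 3 SD, cut at about 14% in these data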;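 further: 0% = plate median of compound wells and 100% = 30 µM serotonin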
Target sequence (P35363 whole entry, looked up): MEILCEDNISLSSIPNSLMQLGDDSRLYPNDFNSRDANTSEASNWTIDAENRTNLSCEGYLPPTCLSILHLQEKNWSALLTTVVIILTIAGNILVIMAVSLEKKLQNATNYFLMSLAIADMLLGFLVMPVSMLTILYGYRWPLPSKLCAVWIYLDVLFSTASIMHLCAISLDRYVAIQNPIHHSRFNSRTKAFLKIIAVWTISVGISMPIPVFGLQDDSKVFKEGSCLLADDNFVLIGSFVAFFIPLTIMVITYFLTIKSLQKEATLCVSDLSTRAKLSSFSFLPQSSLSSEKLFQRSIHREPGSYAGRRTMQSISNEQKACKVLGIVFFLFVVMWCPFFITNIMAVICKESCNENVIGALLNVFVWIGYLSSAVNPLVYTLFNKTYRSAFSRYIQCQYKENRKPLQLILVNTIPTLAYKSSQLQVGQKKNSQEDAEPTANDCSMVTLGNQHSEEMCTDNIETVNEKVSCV
H9c2 protect: myocardial damage modulation in H9c2 cells; 360,000 compounds, 0.63% hits; AID 588492; protection from H2O2 cell death, % at 20 µM; H9c2 cardiomyocytes, H2O2 injury protection, ATPLite, 2 h;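 active means compounds giving at least 50% protection of heart cells from peroxide-induced death in the single-dose screen, raw or plate-pattern-corrected value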;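 further: 0% = DMSO wells with peroxide and 100% = DMSO wells without peroxide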
Shn3 3UTR inh: Schnurri-3 reporter inhibition in Clone20 osteoblasts; Clone20 osteoblast Shn3 3'UTR firefly luciferase, 24 h; inhibition, % at 12.5 µM; 360,000 compounds, 0.52% hits; AID 588674;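 active means mean inhibition of at least 75% with every replicate also reaching 75%; inconclusive means mean inhibition at least 75% but some replicate below; inactive means mean inhibition below 75%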;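 further: 0% = median of neutral control wells and 100% = pilot-screen positive control compound; some compounds past the cut are filed as inactive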
* marks the source's active call; other numbers are inactive results; ? = inconclusive; nt = no result given.

Under each structure: TRPM1 prom inh, PDI turbidity, NR2E3 ag-1, NR2E3 ag-2, Peg3 prom inh, HIF-2a inh, iPSC survival up, CaV13 ICDI inh, HTR2A ag, H9c2 protect, Shn3 3UTR inh
- CCc1nnc(NC(=O)CSc2nnc(C)n2-c2ccc(C)cc2)s1
  0, 3, 0, 20, 7, 3, -3.1, nt, 1, 13, -1
- COc1ccc(C(=O)c2cc(OC)c(OC)c(OC)c2)cc1OC
  17, 1, nt, -23, -5, 25, -1.6, -15, -2, -1, 6
- COc1ccc(N(CC(=O)Nc2cccc(C)c2C)S(=O)(=O)c2c(C)n[nH]c2C)cc1
  33, 14, -2, 0, 16, 11, -2.0, -4, -1, 9, -3
- CC1=C(C(=O)OC2CCCCC2)C(c2ccccc2Br)NC(=O)N1 (stereo not given)
  9, -7, 2, -26, 2, 21, -0.2, -6, -2, -4, 8
- O=C(NNC(=O)c1sccc1-n1cccc1)Nc1ccc(F)cc1
  -7, 2, 1, 6, 5, 5, 2.2, -4, 1, -2, -5
- O=C(COC(=O)/C=C/c1ccccc1Cl)NCC1CCCO1 (stereo not given)
  3, 3, nt, -21, 0, -10, 3.0, -7, 0, 1, -17
- CCCn1c(N)c(Sc2ccc([N+](=O)[O-])cc2)c(=O)n(CCC)c1=O
  -2, -4, 3, -30, 32, 25, -2.6, -2, 17*, 6, -15
- O=C(c1ccccc1Cl)N1CCc2ccccc2C1
  -8, 2, 1, -12, -45, -83, -3.0, -5, 2, -2, -7
- COc1ccc(-c2c(C)oc3c(CN4CCCCC4C)c(O)ccc3c2=O)cc1OC (stereo not given)
  0, 5, 4, -7, 7, 10, 0.9, -5, 3, 1, 8
- Cc1ccc(NC(=O)Cn2nc(C)c3ccccc3c2=O)cc1F
  3, -2, 1, -8, 11, 10, -0.2, nt, -1, 4, -2
- CCOC(=O)c1oc2nc(C)c3c(c2c1N)CC(C)(C)OC3
  5, 10, 0, -11, -4, -3, -2.3, -8, 8, -2, 8
- CCOC(=O)c1cnn(-c2cc(C)cc(C)c2)c1N
  -7, -2, -3, -28, -12, -45, -0.7, -3, 7, 6, -7
- CC(CNC(=O)C(=O)NC(C)CCc1ccccc1)Cc1ccccc1 (stereo not given)
  6, 0, 2, -5, 7, 2, 2.5, -7, -1, -7, 13
- CNc1cnn(-c2ccc(C)cc2)c(=O)c1Cl
  -44, -5, 3, -105, -183, -154, -2.4, -1, -3, 8, -52
- COc1ccc2c(c1)C(=O)CC(c1ccccc1)O2 (stereo not given)
  -59, -1, nt, -35, -141, -193, 1.1, -9, 1, -7, -15
- Cc1ccc(CN2CCN(Cc3ccc4cc(F)ccc4n3)CC2CCO)o1 (stereo not given)
  -5, -5, 1, 1, 5, 18, 2.4, -1, -3, 3, -15
- Cc1cccc(NC(=O)COc2ccc3c(c2)CCC3)n1
  -106, 8, nt, 22, -241, -276, -0.4, -7, 0, -4, -65
- COc1ccc(C(=O)C2CCCN(Cc3cccn3-c3ccccn3)C2)c(C)c1 (stereo not given)
  16, -1, 1, 9, 7, 16, -1.7, -5, -5, -15, 20
- Cc1cccc(N(CC(=O)NC(C)(C)C)C(=O)CCC(=O)Nc2ccccn2)c1
  -11, -4, 0, -10, 1, 4, 0.3, -10, 4, 1, -1
- CC(=O)Nc1ccc(S(=O)(=O)NCCC(=O)OCc2ccccc2F)cc1
  -3, 1, 2, -6, -14, 11, 0.1, -6, -2, 0, 8
- NC(=O)NCCCC(=O)O
  15, nt, 0, -10, 8, 9, 1.3, nt, -3, 1, 15
- CC(C)Oc1ccc(F)cc1-c1cc(C(=O)NCc2cc(C(F)(F)F)cc(C(F)(F)F)c2)[nH]n1
  nt, 4, nt, -7, 22, -24, -2.6, -7, -4, -8, 0
- COc1ccc(OC)c(S(=O)(=O)N2CCC(C(=O)N3CCOCC3)CC2)c1
  0, 2, 1, -5, -15, -5, 1.4, -4, 0, 2, -7
- O=C(COc1ccc(Cl)cc1)N1CCN(S(=O)(=O)c2ccccc2)CC1
  2, 7, 3, -34, 11, 18, 8.5, -3, -2, 3, 2
- Cc1cc(NC(=O)CCSc2nc(-c3ccco3)cc(C(F)(F)F)n2)n(-c2ccccc2)n1
  -1, 17, -1, -33, 4, -19, 0.2, nt, 2, 1, 11
- COc1ccc(C(=O)Nc2cc(OC)cc3cccnc23)cc1
  4, -6, 1, -23, -68, -116, 0.5, -14, 5, 6, -24
- O=C1c2ccccc2NC(c2cccc(F)c2)N1Cc1ccccc1 (stereo not given)
  -1, 2, 4, 12, 29, 20, -0.1, -5, 0, 2, -10
- COc1ccccc1S(=O)(=O)n1cc(Cc2ccccc2)c(N)n1
  6, -2, -6, 7, 10, -10, -1.6, -9, -4, 12, 21
- COc1ccc(CNC(=O)/C=C/C(=O)O)cc1
  -4, 2, -6, -21, 1, 11, -0.8, -19, 3, 12, 1
- Cc1ccccc1-c1cc2nc(NCCCN(C)C)n(C)c(=O)c2s1
  nt, 1, nt, -7, 19, -23, -1.5, -7, -3, -19, -15

Looked up above:
Reading for O=C(NNC(=O)c1sccc1-n1cccc1)Nc1ccc(F)cc1 in iPSC survival up: 2.2
Reading for Cc1ccccc1-c1cc2nc(NCCCN(C)C)n(C)c(=O)c2s1 in PDI turbidity: 1
Reading for O=C(COc1ccc(Cl)cc1)N1CCN(S(=O)(=O)c2ccccc2)CC1 in PDI turbidity: 7
Reading for CC(=O)Nc1ccc(S(=O)(=O)NCCC(=O)OCc2ccccc2F)cc1 in Peg3 prom inh: -14

Entries listed so far printed as active in HTR2A ag:
compound | TRPM1 prom inh | PDI turbidity | NR2E3 ag-1 | NR2E3 ag-2 | Peg3 prom inh | HIF-2a inh | CaV13 ICDI inh | HTR2A ag | Shn3 3UTR inh
CCCn1c(N)c(Sc2ccc([N+](=O)[O-])cc2)c(=O)n(CCC)c1=O | -2 | -4 | 3 | -30 | 32 | 25 | -2 | 17* | -15

Full records, quoted from the list. Screens in order: TRPM1 prom inh	PDI turbidity	NR2E3 ag-1	NR2E3 ag-2	Peg3 prom inh	HIF-2a inh	iPSC survival up	CaV13 ICDI inh	HTR2A ag	H9c2 protect	Shn3 3UTR inh
CC(=O)Nc1ccc(S(=O)(=O)NCCC(=O)OCc2ccccc2F)cc1 is listed with -3	1	2	-6	-14	11	0.1	-6	-2	0	8
Cc1cc(NC(=O)CCSc2nc(-c3ccco3)cc(C(F)(F)F)n2)n(-c2ccccc2)n1 is listed with -1	17	-1	-33	4	-19	0.2	nt	2	1	11
CC(CNC(=O)C(=O)NC(C)CCc1ccccc1)Cc1ccccc1 (stereo not given) is listed with 6	0	2	-5	7	2	2.5	-7	-1	-7	13

Going on with the list.
Under each structure: TRPM1 prom inh, PDI turbidity, NR2E3 ag-1, NR2E3 ag-2, Peg3 prom inh, HIF-2a inh, iPSC survival up, CaV13 ICDI inh, HTR2A ag, H9c2 protect, Shn3 3UTR inh
- Cc1cccc(NS(=O)(=O)c2cc(C(=O)N3CCOCC3)ccc2Cl)c1
  0, 5, 1, 25, 0, 10, -1.7, 1, 1, 12, 1
- CCC(CO)Oc1cc(NC(=O)c2ccc(C)cc2)c2ncn(C(C)C)c2c1 (stereo not given)
  -9, -3, 4, -1, 9, -1, -1.4, -4, 2, 10, 2
- Cc1[nH]nc(-c2ccc(OCc3cnn(-c4ccccc4)c3)c(C)c2O)c1Oc1ccccc1
  25, 7, -1, -9, 48, 26, -3.1, nt, 4, -16, 18
- CC(C)c1ccc(N=C2N=C(N)c3ccccc32)cc1
  -2, 1, 3, -70, -176, -180, -0.7, -5, -4, -29, -92
- COc1ccc(OC)c(NC(=S)N2CCN(c3ccccn3)CC2)c1
  -3, 5, 1, -20, -9, 4, -0.3, nt, 0, -6, -4
- O=C1NC[C@@H](CCCCN2C[C@H](Cc3ccc(O)cc3)N(CCc3ccccc3)C(=O)C2=O)N(CCC2CCCCC2)C1=O
  nt, nt, nt, -7, nt, 6, 0.7, -3, -2, nt, nt
- Oc1oc(-c2ccccc2)nc1/C=N/c1nccs1
  -22, 9, 0, -11, -43, -39, 3.3, -3, 4, 3, -2
- Cc1ccc(CN2CCNC(=O)C2CC(=O)NCCCn2cccn2)o1 (stereo not given)
  12, 3, 2, 13, 0, 9, 0.0, -7, 0, 7, -13
- O=C(c1ccc(CS(=O)(=O)c2ccc(Br)cc2)o1)N1CCCCCC1
  -5, -8, -1, 17, 11, -1, 2.2, ?, 3, -6, 5
- O=C(CCn1c(=S)[nH]c2cc3c(cc2c1=O)OCO3)NCCc1ccccc1Cl
  nt, -5, nt, 12, -3, -27, 1.2, -4, 6, 13, -8
- Cc1nc2ccc([N+](=O)[O-])cc2c(=O)n1Cc1ccc([N+](=O)[O-])cc1
  9, -2, 4, -66, 24, 23, 0.3, -20, -4, -7, 23
- CCCCN(C(=O)CSc1nnnn1-c1ccccc1OC)C1CCS(=O)(=O)C1 (stereo not given)
  4, -3, 4, -7, 3, 11, 0.1, -5, 2, 8, 8
- COc1ccccc1NCC(=O)N1CCN(S(=O)(=O)c2ccccc2)CC1
  nt, -4, 0, -5, -9, 14, -0.2, -3, -3, 8, -18
- COc1ccc2nc(/N=C/c3c(C)[nH]n(-c4ccc(C)cc4C)c3=O)sc2c1
  4, 1, 2, -9, -33, -45, -2.7, -16, -1, 2, -10
- CCOC(=O)c1ccc(CNC(=O)CSc2nnnn2-c2ccc(Cl)cc2)o1
  -1, -10, 5, -8, 3, 4, -3.3, nt, -3, -5, 1

Only HTR2A ag, iPSC survival up and Shn3 3UTR inh, for four of the compounds above:
| SMILES | HTR2A ag | iPSC survival up | Shn3 3UTR inh |
| --- | --- | --- | --- |
| COc1ccc2nc(/N=C/c3c(C)[nH]n(-c4ccc(C)cc4C)c3=O)sc2c1 | -1 | -2.7 | -10 |
| O=C1NC[C@@H](CCCCN2C[C@H](Cc3ccc(O)cc3)N(CCc3ccccc3)C(=O)C2=O)N(CCC2CCCCC2)C1=O | -2 | 0.7 | nt |
| CCCCN(C(=O)CSc1nnnn1-c1ccccc1OC)C1CCS(=O)(=O)C1 (stereo not given) | 2 | 0.1 | 8 |
| Cc1nc2ccc([N+](=O)[O-])cc2c(=O)n1Cc1ccc([N+](=O)[O-])cc1 | -4 | 0.3 | 23 |

Screens as filed in PubChem.
